Screening results as filed in PubChem BioAssay.
GBA activity up = enhancers of human beta-glucosidase activity in Gaucher fibroblasts; L444P Gaucher fibroblasts, 4-MU-glucoside fluorescence, 3 days; AID 784; hit rate 0.44% among 30,000; activation, % at 10 µM; in the data active = activation above about 65%;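 note: 0% = vehicle wells and 100% = positive control wells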
Target sequence (P04062 whole entry L483P): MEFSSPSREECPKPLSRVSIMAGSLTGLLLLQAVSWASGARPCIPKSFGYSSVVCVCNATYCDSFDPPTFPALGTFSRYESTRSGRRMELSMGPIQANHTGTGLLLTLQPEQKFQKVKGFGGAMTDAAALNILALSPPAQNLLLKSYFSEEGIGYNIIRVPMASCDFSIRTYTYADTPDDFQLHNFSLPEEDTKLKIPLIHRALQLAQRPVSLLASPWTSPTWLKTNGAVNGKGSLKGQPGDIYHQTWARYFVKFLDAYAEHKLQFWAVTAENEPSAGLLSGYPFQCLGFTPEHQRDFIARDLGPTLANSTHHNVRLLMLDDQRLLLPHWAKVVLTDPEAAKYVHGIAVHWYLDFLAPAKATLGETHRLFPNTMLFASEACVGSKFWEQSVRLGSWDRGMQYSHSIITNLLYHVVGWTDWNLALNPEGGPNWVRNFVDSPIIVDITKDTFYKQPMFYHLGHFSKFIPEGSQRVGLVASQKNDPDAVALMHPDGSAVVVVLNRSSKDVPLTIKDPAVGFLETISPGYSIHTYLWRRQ
An asterisk follows results filed as active. Only part of the results is shown. The share of hits here may be higher or lower than overall.

SMILES	GBA activity up
Cc1cc(NC(=O)CSc2nnc(COc3cccc(C)c3C)n2C)no1	-57
Cc1ccc2c(c1)N(CC(=O)c1cccc(Cl)c1)C(=O)C(C)O2 (stereo not given)	-15
CCc1c(C)sc(NC(=O)c2cc(-c3ccco3)on2)c1C#N	0
Cc1ccc(-c2nnn(CC(=O)N(c3cccc(F)c3)C(C(=O)NC3CCCC3)c3ccco3)n2)o1 (stereo not given)	-49
CCOc1ccc(CCNC(=O)C2CCCN(c3nn4c(=O)cc(C)nc4s3)C2)cc1OCC (stereo not given)	-9
Cc1cc(OCC(=O)Nc2ccc(S(=O)(=O)N3CCN(C)CC3)cc2)cc(C)c1Cl	-22
CCCS(=O)(=O)N1CCCC(C(=O)NCCc2ccc(OC)c(OC)c2)C1 (stereo not given)	-20
COc1cccc(-c2nc(CS(=O)CC(=O)NCCCOC(C)C)c(C)o2)c1 (stereo not given)	-1
CCOc1ccc(NCCC(=O)c2ccc3c(c2)OCO3)cc1	32
Cc1ccc(N(C(=O)c2ccc3c(c2)OCO3)C2C=CS(=O)(=O)C2)cc1 (stereo not given)	-6
O=C(NCc1ccccn1)c1ccc(Cl)cc1Cl	3
CC(=O)N1CCN(C(=O)CCc2c[nH]c3ccccc23)CC1	21
COc1ccc(N2C(=O)CC(Cc3ccccc3)C2=O)cc1 (stereo not given)	-1
CCCCOc1ccc(NC(=O)CN2CCN(C(=O)OCC)CC2)cc1	-40
Cc1cc(C)cc(-c2nnc(SCC(=O)NCc3cccs3)o2)c1	-71

Five records drawn at random from the list so far:
SMILES	GBA activity up
COc1ccc(N2C(=O)CC(Cc3ccccc3)C2=O)cc1 (stereo not given)	-1
Cc1ccc2c(c1)N(CC(=O)c1cccc(Cl)c1)C(=O)C(C)O2 (stereo not given)	-15
CCCS(=O)(=O)N1CCCC(C(=O)NCCc2ccc(OC)c(OC)c2)C1 (stereo not given)	-20
Cc1cc(NC(=O)CSc2nnc(COc3cccc(C)c3C)n2C)no1	-57
Cc1cc(OCC(=O)Nc2ccc(S(=O)(=O)N3CCN(C)CC3)cc2)cc(C)c1Cl	-22

(list continues)
SMILES	GBA activity up
CC1(C)CC(=O)c2c(O)cc(O)cc2O1	-42
O=C(NC1CCCc2ccccc21)C1CCN(S(=O)(=O)N2CCCCCC2)CC1 (stereo not given)	-30
COc1ccc(NC(=O)CSc2nnc(CN3CCOCC3)n2-c2ccccc2)cc1Cl	-23
CCOC(=O)c1c(C)[nH]c(C(=O)COC(=O)c2cnc(C)cn2)c1C	-5
CCCCN(C(=O)NC(=O)C1=C(N2CCOCC2)/C(=C/c2ccccc2)CC1)S(C)(=O)=O	-17
COC(=O)c1ccccc1NC(=O)c1cnn2c(C(F)F)cc(C3CC3)nc12	15
CCOC(=O)c1nnn(-c2nonc2-n2cccc2)c1CN1CCC(C)CC1	-27
O=C(NCc1ccc(Cl)cc1)c1cc2c(nc3sccn32)s1	-17
Nc1ncnc2c1ncn2C1CCC(CO)C(O)C1 (stereo not given)	-16
O=C(CSc1nc(-c2ccco2)cc(C(F)(F)F)n1)Nc1ccc2c(c1)OCO2	-34
COc1ccc(Cl)cc1NC(=O)C1CC(=O)N(c2ccc(F)cc2)C1 (stereo not given)	-1
Oc1ccc(CNc2ccc(F)cc2)c2cccnc12	-18
Clc1ccccc1Nc1ncnc2c1nnn2Cc1ccccc1	-19
CCOC(=O)C(NC(C)=O)(Nc1ccc(S(=O)(=O)Nc2cc(C)nc(C)n2)cc1)C(F)(F)F (stereo not given)	-9
COc1ccc(CNC(=O)Nc2cccs2)cc1OC	-7
COCCn1c(CN2CCN(c3ccccc3)CC2)nc2c1c(=O)n(C)c(=O)n2C	-16
CCCOc1ccc(Cc2nc(N)nc(N)n2)cc1	-7
O=C(Nc1ccon1)C(Sc1ccccc1)c1ccccc1 (stereo not given)	-31
Cc1ccc(C)c(/C(O)=C2\C(=O)C(=O)N(Cc3cccnc3)C2c2cccnc2)c1 (stereo not given)	21
NS(=O)(=O)c1ccc(CCNC(=O)CCCC2=NS(=O)(=O)c3ccccc3N2)cc1	-16
CC(=O)N(CC1CCCO1)c1nnc(-c2cnccn2)s1 (stereo not given)	1
CN(C)S(=O)(=O)c1cccc(C(=O)N(Cc2ccc(F)cc2)Cc2ccco2)c1	-11
Nc1[nH]c(=S)[nH]c(=O)c1-c1ccccc1	-28
COc1cccc(-c2nnc(NC(=O)c3ccc(S(=O)(=O)N4CCOCC4)cc3)o2)c1	26
Cc1ccccc1N1C(=O)N(c2cccc(C(F)(F)F)c2)C2CS(=O)(=O)CC21 (stereo not given)	-5
O=C(CCSc1ccccc1)NCCN1CCOCC1	3
Cc1ccc(OC(=O)c2cccc(C(=O)Oc3ccc(C)cn3)n2)nc1	6
COc1cccc(-c2cc(C(=O)NCc3ccco3)no2)c1	-56
CCOc1ccc(CC(=O)Nc2c(C(N)=O)oc3ccccc23)cc1OCC	-18
COc1ccc(-n2c(COc3ccccc3)nnc2SCc2ccc(C#N)cc2)cc1	-12

Three consecutive compounds out of the list so far, for reference:
SMILES	GBA activity up
COc1cccc(-c2cc(C(=O)NCc3ccco3)no2)c1	-56
CCOc1ccc(CC(=O)Nc2c(C(N)=O)oc3ccccc23)cc1OCC	-18
COc1ccc(-n2c(COc3ccccc3)nnc2SCc2ccc(C#N)cc2)cc1	-12

(more compounds)
SMILES	GBA activity up
O=C(CCC1CCCCC1)Nc1c[nH]c(=O)[nH]c1=O	-4
Cc1nc2oc3c(NCC4CCCO4)ncnc3c2c2c1COC(C)(C)C2 (stereo not given)	-40
O=C(CCn1c(=O)oc2ccccc21)N1CCN(c2ccccc2F)CC1	2
CCCCNc1cc(C(=O)O)cc(S(N)(=O)=O)c1Oc1ccccc1	-32
COc1ccc(OC)c(NC(=O)CCN2CCCC(C)C2)c1 (stereo not given)	6
O=C(CSc1nnnn1-c1ccccc1)Nc1nsc(-c2ccc(Cl)cc2)n1	-34
CCOC(=O)C1CCN(C(=O)c2cc(S(=O)(=O)N3CCOCC3)c(Cl)cc2Cl)CC1	-1
COc1ccccc1-c1nc(C(N)=O)c2[nH]c(=O)n(-c3cccc(C)c3)c2n1	-3
COc1cc(CSc2ncn[nH]2)c(OC)cc1CSc1ncn[nH]1	-44
COc1cccc(OC)c1OCC(O)CN1CCN(c2ccccc2)CC1 (stereo not given)	-23
CNC(=O)Nc1ccccc1NC(=O)NC	-1
COCCOC(=O)c1[nH]c2c(c1C)C(=O)CC(c1ccc(F)cc1)C2 (stereo not given)	-19
COCCn1c(SCC(=O)Nc2sc(C)c(C)c2C#N)nnc1-c1ccc(OC)cc1	-1
COCCOc1ccc(C(F)(F)F)cc1NC(=O)COC(=O)c1c(C)noc1C	1
CC(=O)c1cc(OC(=O)N2CCOCC2)ccc1OC(=O)N1CCOCC1	-32
Cc1ccc(-c2nc(C#N)c(NCc3cccc4c3OCO4)o2)cc1	-20
COCCCNC(=O)CSc1ccc(Cl)cc1	-6
O=C(NCC(=O)N(c1ccccc1F)C(C(=O)NCC1CCCO1)c1ccccc1)c1ccco1 (stereo not given)	15
CCCC(c1nnnn1CS(=O)(=O)c1ccc(C)cc1)N1CCN(c2ccccc2)CC1 (stereo not given)	-17
Cc1noc(C)c1CSc1nnc2scc(-c3ccc(Cl)cc3)n12	-14
c1ccc(CSc2nnc(-c3ccco3)c(-c3ccco3)n2)cc1	3
COc1ccc(S(=O)(=O)C(C#N)c2nc3ccccc3nc2N2CCC(C)CC2)cc1 (stereo not given)	12
COc1ccc(CN2CCCCCC2)c(C)c1C	4
COC(=O)c1cccc(NC(=O)CN2CCOCC2)c1	-4
O=C(NC(=O)c1ccc(Cl)c(Cl)c1)OC1CCS(=O)(=O)C1 (stereo not given)	-19
Cc1ccc(NC(=O)C2CCCN(S(=O)(=O)c3c(C)noc3/C=C/N(C)C)C2)cc1F (stereo not given)	4
COc1ccccc1C1CC(c2ccc(C)cc2)Nc2ncnn21 (stereo not given)	-17
CCOC(=O)C1=C(C)N=C2SC(CC)C(=O)N2C1c1cccc(F)c1 (stereo not given)	-4
CCc1c(C)nc2ncnn2c1Nc1ccc(C#N)c(Cl)c1	-10
O=C(c1ccc(S(=O)(=O)N2CCOCC2)cc1)N1CCN(c2ccccc2F)CC1	0
O=C(CS(=O)(=O)c1cn(Cc2ccc(F)cc2)c2ccccc12)N1CCCCC1	-8
O=C(Nc1ccon1)c1cnc2sccn2c1=O	-20
COc1ccc(N2CCN(C(=O)CSc3ncnc4c3cnn4-c3ccc(OC)cc3)CC2)cc1	-44
CCOC(=O)C1CCN(Cc2coc3ccc(Cl)cc3c2=O)CC1	1
Cc1ccc(NC(=O)COC(=O)c2ccc3c(c2)NC(=O)C2CCCN32)cc1 (stereo not given)	16
Cc1ccc2c(c1)c1ncnc(N3CCN(c4ccccc4)CC3)c1n2C	13
N#CC1=C(N)Oc2cc(O)ccc2C1C1CCCCC1 (stereo not given)	-14
Cc1cc(NS(=O)(=O)c2ccc(NC(=O)Nc3cccc(Cl)c3)cc2)no1	0
CN1CCN(C(=O)c2cc3c(n(-c4ccccc4)c2=O)CC(C)(C)CC3=O)CC1	-6
CCOC(=O)c1ccc(N2C(=O)c3n[nH]c(C)c3C2c2ccccc2)cc1 (stereo not given)	-12
CN(C)C(=O)CN1C(=O)C2CCCCN2C(=O)c2ccccc21 (stereo not given)	2
COc1ccc(OC)c(NC(=O)Cc2nn(C)c(=O)c3ccccc23)c1	-5
COc1ccc(-n2nnc3c(=O)n(Cc4cccc(C)c4)cnc32)cc1	25
O=C(CSC1=NCCS1)N1CCOCC1	-6
CCn1c(C)nc2cc(C(=O)n3cc(C(=O)c4cc(F)ccc4O)cn3)ccc21	2
CCCCOCC(O)CN1CCN(C(C)=O)CC1 (stereo not given)	34
COc1ccc(C(=O)CSc2nnc(-c3ccco3)n2C)cc1	39
COC(=O)c1ccc(Oc2nc(C)cc(Oc3ccccc3)n2)cc1	-4
Cn1c(=O)[nH]c(=O)c2c1nc(N1CCNCC1)n2Cc1cccc2ccccc12	11
CSc1ccc(C2C(C#N)=C(N)N(c3ccccc3)C3=C2C(=O)CCC3)cc1 (stereo not given)	-9
CCCCNC(=O)CN1CCC2(O)CCCCC2C1c1ccccc1OC (stereo not given)	-21
CCOC(=O)c1ccc2nc(NC(NC(C)=O)(C(=O)OC)C(F)(F)F)sc2c1 (stereo not given)	-22
CCN(C(=O)c1cc2cc3ccc(C)cc3nc2o1)c1ccc(OC)cc1	20
CCN1C(=O)c2cccc3c(S(=O)(=O)NC(Cc4c[nH]c5ccccc45)C(=O)O)ccc1c23 (stereo not given)	-19
Cc1cc(NC2C3CC4CC(C3)CC2C4)n2ncnc2n1 (stereo not given)	-7
COc1ccc(CCNC(=O)C2CCCN(Cc3nc(-c4cccc(Cl)c4)oc3C)C2)cc1OC (stereo not given)	-31
O=C(CSc1nnc(-c2cccnc2)n1Cc1ccco1)Nc1nc(-c2ccc(F)cc2)cs1	14
CCCc1nc2ccccc2c(=O)n1/N=C/c1c(C)[nH]n(-c2ccc(C)cc2)c1=O	-6
Cc1oc(-c2ccc(Cl)cc2)nc1CN1CCCC(C(=O)N2CCc3ccccc32)C1 (stereo not given)	-5
Clc1cc2c(c(Cn3cnc4ccccc43)c1)OCOC2	-8

Additional structures follow.
SMILES	GBA activity up
Cc1cccc(C(=O)OCc2cc3ccccc3[nH]c2=O)c1	-11
CC(=O)NC(c1ccccc1)c1nc2ccccc2[nH]1 (stereo not given)	-55
CCSc1ncc(Cl)c(C(=O)N(Cc2ccc(N(C)C)cc2)C2CCS(=O)(=O)C2)n1 (stereo not given)	-20
Cc1ccc(C(CC(=O)O)Nc2nc(N3CCCCC3)nc(N3CCCCC3)n2)cc1 (stereo not given)	18
O=C1c2ccccc2C(=O)N1CCc1nn[nH]n1	-10
COc1ccc(-c2noc(-c3ccc(Br)o3)n2)cc1OC	-8
Cc1noc(C)c1S(=O)(=O)Nc1c(C)n(C)n(-c2ccccc2)c1=O	-38
COc1ccc(-c2nnc(SCC(=O)N3CCCC(C)C3)o2)c(OC)c1 (stereo not given)	-45
CCn1c(=O)cc(OCC(=O)Nc2cccnc2)c2ccccc21	-47
Brc1cnc(N2CCOCC2)nc1N1CCCCC1	-5
CCOc1ccc(NS(=O)(=O)c2ccc(SC)cc2)cc1	-17
CCn1c(SCC(=O)c2ccccc2)nnc1-c1cc2cc(Br)ccc2o1	-37
Cc1ccc(SCc2cc(=O)[nH]c(N3CCN(Cc4ccc5c(c4)OCO5)CC3)n2)cc1	6
Cc1cc(C)c(NC(=O)c2cc3c(nc4sccn43)s2)c(C)c1	-10
Cc1c(NC(=O)N2CCCCCC2)c(=O)n(-c2ccccc2)n1C	-17

Seven compounds from above, ordered by SMILES length, falling.
SMILES	GBA activity up
Cc1noc(C)c1S(=O)(=O)Nc1c(C)n(C)n(-c2ccccc2)c1=O	-38
COc1ccc(-c2nnc(SCC(=O)N3CCCC(C)C3)o2)c(OC)c1 (stereo not given)	-45
Cc1cc(C)c(NC(=O)c2cc3c(nc4sccn43)s2)c(C)c1	-10
COc1ccc(-c2noc(-c3ccc(Br)o3)n2)cc1OC	-8
CC(=O)NC(c1ccccc1)c1nc2ccccc2[nH]1 (stereo not given)	-55
O=C1c2ccccc2C(=O)N1CCc1nn[nH]n1	-10
Brc1cnc(N2CCOCC2)nc1N1CCCCC1	-5

Next results:
SMILES	GBA activity up
Cc1ccc2nc(NC(=O)CN3CCOCC3)sc2c1	-41
CCCC(=O)OCCNC(=O)c1cc2ccccc2oc1=O	-2
COc1ccc(Nc2nc(C)cc(C)c2C#N)cc1	-9
COc1ccc(OC)c(C2=C[N+](=O)C(C)(C)C(C)(C)N2[O-])c1	-66
Cc1ccc(Cn2ccc(NC(=O)c3cc(-c4ccc(F)cc4)on3)n2)cc1	-12
CCNc1nc(Oc2ccc(=O)n(-c3ccccc3)n2)nc(N2CCOCC2)n1	-12
Cc1ccc(-c2nnn(CC(=O)N(Cc3ccccc3)C(C(=O)NC3CCCC3)c3ccncc3)n2)o1 (stereo not given)	-1
COCC(=O)Nc1nnc(C2CCCCC2)s1	-36
Cc1cccc(N(C2C=CS(=O)(=O)C2)S(=O)(=O)c2ccccc2)c1 (stereo not given)	-12
CCc1nnc(NC(=O)CSc2ncnc3c2oc2ccccc23)s1	-8
